Mcl1 Bid PPI: Mcl-1/Bid binding inhibitors, primary screen, biochemical, TR-FRET, 1536-well; Induced myeloid leukemia cell differentiation protein Mcl-1 (Homo sapiens), Q07820; TR-FRET Mcl-1/Bid-Dy647 peptide binding; inhibition, % at 21.7 µM; 0.97% of 220,000 active;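 active = compounds that cut the binding signal by more than half at the single screening dose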;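 also: His-tagged Mcl-1 with europium anti-His antibody binding Bid BH3 peptide; 0% = Mcl-1 plus peptide wells and 100% = peptide-only wells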
Target sequence (Q07820 whole entry, looked up): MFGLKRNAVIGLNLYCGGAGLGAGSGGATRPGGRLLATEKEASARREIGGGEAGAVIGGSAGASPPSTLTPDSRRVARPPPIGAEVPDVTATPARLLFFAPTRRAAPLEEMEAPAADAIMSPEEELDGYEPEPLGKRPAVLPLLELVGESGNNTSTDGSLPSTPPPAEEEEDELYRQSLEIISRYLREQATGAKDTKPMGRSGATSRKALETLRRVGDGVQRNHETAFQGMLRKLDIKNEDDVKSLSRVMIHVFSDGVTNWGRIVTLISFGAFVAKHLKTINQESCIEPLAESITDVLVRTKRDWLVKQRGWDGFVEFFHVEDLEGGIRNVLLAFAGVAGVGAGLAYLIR
Rab2 wt GTP: modulators of GTP binding to Rab2A wildtype, primary screen, biochemical, dog, bead-based flow cytometry, multiplex; GST-Rab2 wt beads, Bodipy-GTP binding; GTP binding activity, % at 10 µM; 0.19% of 190,000 active; AID 760, 2007;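 active = GTP binding activity at least 20 points away from 100%, either lowered or raised; inconclusive = signal likely due to the compound's own green fluorescence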;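 also: 0% = beads with excess unlabeled GTP and 100% = no-compound control corrected for plate trend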
Mcl1-Noxa inh: Mcl-1/Noxa binding inhibitors, primary screen, biochemical, TR-FRET, 1536-well; Induced myeloid leukemia cell differentiation protein Mcl-1 (Homo sapiens), Q07820; TR-FRET Mcl-1/Noxa peptide binding, 2 h; inhibition, % at 21.7 µM; 1.5% of 220,000 active; AID 1022, 2008;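 active = compounds that cut the protein-peptide binding signal by more than 50% relative to plate controls in a single-dose test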;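 also: His-tagged Mcl-1 with rhodamine Noxa BH3 peptide and terbium anti-His antibody; 0% = Mcl-1 plus Noxa peptide wells and 100% = peptide-only wells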
Rac1 wt modul: wildtype Rac1 GTP binding modulators, primary screen, biochemical, GST-Rac1 beads, flow cytometry, multiplex | Ras-related C3 botulinum toxin substrate 1 (Homo sapiens), P63000 | fluorescent GTP binding; actives lie on both sides; 0 = cold GTP competed, 100 = untreated | GTP binding activity (% of control), % at 10 µM | 0.27% of 190,000 active | AID 757, 2007;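 active = GTP binding activity at least 20 points away from the 100% control level, either lower or higher; inconclusive = compound flagged as likely green fluorescent, judged across all proteins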
Rab7 wt modul: modulators of GTP binding to Rab7, primary screen, biochemical, wildtype, multiplex bead flow cytometry | GST-Rab7 beads, fluorescent GTP binding; actives lie on both sides; untreated = 100%, excess cold GTP = 0% | Rab7 GTPase wild type (dog), Bodipy-FL-GTP binding | 0.055% of 190,000 active | AID 758, 2007 | GTP binding activity (percent of control), % at 10 µM;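 active = fluorescent GTP binding to Rab7 beads changed by at least 20 points from the 100% baseline, either direction, mostly lower; inconclusive = compound itself probably fluorescent, or too few beads counted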;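 also: median green fluorescence of bound Bodipy-FL-GTP per Rab7 bead population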
HRas wt GTP: modulators of GTP binding to HRas wildtype, primary screen, biochemical, bead-based flow cytometry, multiplex; GTP binding activity, % at 10 µM; GTPase HRas (Homo sapiens), P01112; GST-Ras wt beads, Bodipy-FL-GTP binding; actives lie on both sides; 0.14% of 190,000 active; AID 759, 2007;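 active = GTP binding activity at least 20% away from the 100% baseline, either lowered as inhibitor or raised as activator; inconclusive = flagged as likely green fluorescent, judged across all proteins in the well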;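 also: 0% = unlabeled GTP competition control and 100% = no-compound control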
Pf gametocyte: late stage P. falciparum gametocyte viability inhibitors, primary screen, ATP luminescence, HTS; 0.065% of 150,000 active; AID 743093, 2013; P. falciparum stage V gametocytes, 24 h; inhibition, % at 10.9 µM;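 active = inhibition above the mean plus 3 SD of compounds within the control limits, set per campaign, cut at about 38% in these data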;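 also: 0% = DMSO wells and 100% = medium only without gametocytes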
RGS8-Gao: RGS8-Galphao binding modulators, primary screen, biochemical, multiplexed bead flow cytometry; 0.34% of 220,000 active; response (percent of control binding), % at 10 µM; actives lie on both sides; Guanine nucleotide-binding protein G(o) subunit alpha (Homo sapiens), P09471; in the data active = response below about 60% or above about 140%; inactive = in between;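 also: Galphao activated as the GDP aluminium fluoride complex binding bead-coupled RGS8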
Target sequence (P09471 whole entry, looked up): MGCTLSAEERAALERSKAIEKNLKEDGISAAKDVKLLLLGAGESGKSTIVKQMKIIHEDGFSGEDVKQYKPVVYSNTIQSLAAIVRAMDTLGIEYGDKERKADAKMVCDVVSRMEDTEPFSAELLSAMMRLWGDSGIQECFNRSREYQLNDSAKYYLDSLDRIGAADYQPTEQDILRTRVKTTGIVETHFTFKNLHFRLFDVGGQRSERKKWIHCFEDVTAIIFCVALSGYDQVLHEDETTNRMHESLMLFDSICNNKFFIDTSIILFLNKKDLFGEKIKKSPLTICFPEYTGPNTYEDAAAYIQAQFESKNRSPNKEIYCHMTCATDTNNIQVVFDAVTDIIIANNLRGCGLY
Mcl-1 Bim block: inhibitors of Bim peptide binding to Mcl-1, primary screen, biochemical, bead-based flow cytometry, multiplex. Induced myeloid leukemia cell differentiation protein Mcl-1 (Homo sapiens), Q07820. Bim peptide-Mcl-1 binding. inhibition, % at 10 µM. 0.1% of 190,000 active; in the data active = inhibition above about 40%;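 also: 0% = no compound tracer wells and 100% = peptide blocker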
Cdc42 wt GTP: modulators of GTP binding to wildtype Cdc42, primary screen, biochemical, multiplex bead flow cytometry, Bodipy-GTP; Cell division control protein 42 homolog (Homo sapiens), P60953; GST-Cdc42 beads; actives lie on both sides; percent activity (GTP binding), % at 10 µM; 0.2% of 190,000 active; AID 761, 2007;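 active = percent activity GTP binding at least 20 points away from the 100% baseline, either down as inhibitor or up as activator; inconclusive = compound flagged as likely green fluorescent from well-wide comparison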;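 also: median bead fluorescence of bound Bodipy-FL-GTP at 100 nM; 0% = excess unlabeled GTP control and 100% = no compound control; below 100% means less GTP binding so inhibitor and above means activator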
Target sequence (P60953 whole entry, looked up): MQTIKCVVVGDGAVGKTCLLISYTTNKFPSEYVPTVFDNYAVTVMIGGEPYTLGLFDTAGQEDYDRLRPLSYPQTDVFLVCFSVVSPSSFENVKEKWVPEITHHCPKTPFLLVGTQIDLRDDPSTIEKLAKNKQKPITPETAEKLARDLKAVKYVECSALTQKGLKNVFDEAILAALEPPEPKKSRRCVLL
Rac1 act GTP bind: GTP binding modulators of activated mutant Rac1, primary screen, biochemical, bead-based flow cytometry, multiplex, fluorescent GTP | GST-Rac1 activated beads; actives lie on both sides; 100% means binding = to untreated wells | percent activity (GTP binding), % at 10 µM | 0.11% of 190,000 active | AID 764, 2007;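 active = GTP binding at least 20 percentage points away from the 100% baseline, in either direction, so actives lie on both sides; inconclusive = Compound likely fluorescent itself, or too few beads counted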
* marks the source's active call; other numbers are inactive results; ? = inconclusive; / = no result given.

SMILES,Mcl1 Bid PPI,Rab2 wt GTP,Mcl1-Noxa inh,Rac1 wt modul,Rab7 wt modul,HRas wt GTP,Pf gametocyte,RGS8-Gao,Mcl-1 Bim block,Cdc42 wt GTP,Rac1 act GTP bind
Cc1cccc(Cn2c(NCCO)nc3c2c(=O)n(C)c(=O)n3C)c1,-26,104,3,106,99,103,/,100,-7,104,100
Cn1c(=O)[nH]c(=O)c2c1nc(CN1CCN(Cc3ccccc3)CC1)n2CC(N)=O,-12,102,-1,110,104,103,/,96,1,104,101
CS(=O)(=O)N(Cc1ccccc1)c1ccc(C(=O)Nc2cccnc2)cc1,-10,102,-17,104,96,100,/,101,-2,102,99
Oc1c(N=NC(=S)Nc2ccccc2F)c2ccccc2n1Cc1ccc(Cl)cc1,-69,96,-12,93,101,96,/,101,1,90,93
CC(=O)Nc1cccc(NC(=O)c2ccc(Br)cc2)c1,-6,96,-9,98,97,97,-21,103,-1,98,99
C[n+]1ccccc1C1CCCC/C1=N\NC(N)=S (stereo unspecified),-11,98,13,96,105,96,13,99,2,92,96
CCOC(=O)Cn1nnc(-c2ccc(SC)cc2)n1,2,95,24,96,92,96,/,92,-2,98,95
Cc1cc(Cl)ccc1OCC(=O)NNC(=O)c1cnccn1,-8,96,-7,101,94,96,-8,100,0,97,95
C=CCN1C(=O)c2ccc(C(=O)OCC(=O)N(C)C3CCCCC3)cc2C1=O,-43,100,2,99,104,98,10,100,1,100,98
O=C(CN1CCCC1=O)NC1C2CC3CC(C2)CC1C3 (stereo unspecified),-2,100,-2,99,97,102,12,98,-3,97,101
O=C(COC(=O)c1cnc(Cl)c(Cl)c1)NCCC1=CCCCC1,-33,95,7,91,106,95,16,102,4,93,93
COc1ccc(NC(=O)Cn2cccc2)c(OC)c1,-34,99,-1,102,99,99,-20,97,0,103,97
Cc1cc2nc(SCC(=O)O)nc(C)c2cc1C,-15,104,8,104,103,103,/,99,0,103,100
COc1ccc(-c2nnc3n2-c2ccccc2SC3)cc1OC,-6,100,14,103,100,100,/,106,-3,102,96
COc1ccc(C(=O)N2CC3(CC(c4ccc(Cl)cc4)=NO3)C[C@H]2C(=O)NCC(N)=O)cc1 (stereo partly specified),-29,97,15,98,95,97,/,101,2,99,96
O=C(CCc1n[nH]c(=O)[nH]c1=O)N1CCOCC1,-8,102,-2,102,104,101,/,100,-1,101,100
CCOc1ccc2c(c1)C(=NNC(=O)c1ccncc1)c1cc(OCC)ccc1-2,-4,96,0,97,96,97,/,100,-1,94,97
Cc1cc2ncn(CCCCOc3ccccc3)c2cc1C,-1,100,9,104,101,99,-2,102,-3,100,98
CCn1c(C)nc2cc(C(=O)NNC(=S)NC(=O)c3ccccc3)ccc21,-154,97,-27,99,103,95,-8,101,-5,96,94
COc1cccc(C(=O)Nc2c3c(nn2-c2cccc(C)c2C)CS(=O)C3)c1OC (stereo unspecified),12,96,14,102,96,98,7,100,1,101,101
CSc1nc2nccc(-c3ccc(-c4ccccc4)cc3)n2n1,13,?,18,?,?,?,/,102,15,?,?
CCN(C(=O)c1ccc(NC(C)=O)cc1)c1ccccc1C,12,101,-12,106,104,101,/,101,0,101,100
CCN(CC)S(=O)(=O)c1ccc2oc(Nc3ccc4c(c3)OCCO4)nc2c1,-25,97,18,99,97,100,3,103,-2,98,98
CCOc1ccc(N(CC(=O)NCc2ccc(OC)cc2)S(=O)(=O)c2c(C)noc2C)cc1,3,96,26,97,97,97,21,105,0,99,97
CCn1ccnc1CN(C)C(=O)CCc1nnc(CCC2CCCCC2)o1,-19,98,-5,98,101,97,11,99,-1,96,95
Fc1ccccc1CSc1nnc(Cn2cnc3ccccc32)n1-c1ccccc1,-1,100,-11,102,101,99,17,99,0,101,98
CSc1nc(C)cc(OCC(=O)N/N=C/c2ccccc2O)n1,-25,95,-16,98,101,94,/,112,0,95,97
CCC(C)c1ccc(NC(=S)NN2CCOCC2)cc1 (stereo unspecified),-6,102,-4,106,101,101,9,101,-11,103,102
CCCN(CCC)c1nc(C#N)nc(N(CCC)CCC)n1,-27,97,3,95,100,94,11,48*,2,93,94
C=CCN1C(=O)C(Cc2cccc(C)c2)SC1=Nc1ccc(C(=O)O)cc1 (stereo unspecified),-7,95,5,98,96,96,12,96,-3,97,94

SMILES,Mcl1 Bid PPI,Rab2 wt GTP,Mcl1-Noxa inh,Rac1 wt modul,Rab7 wt modul,HRas wt GTP,Pf gametocyte,RGS8-Gao,Mcl-1 Bim block,Cdc42 wt GTP,Rac1 act GTP bind
COc1ccc(NC(=O)c2ccccc2-c2ccccc2)cc1,-20,96,-7,90,100,93,-19,99,0,97,91
O=C(CSCC(=O)N1CCCCC1)Nc1nc(-c2cccs2)cs1,-18,100,5,104,97,100,/,104,0,104,98
CC(C)c1ccc(-c2nc(N3CCCC3)nc3n[nH]c(N)c23)cc1,1,93,15,96,94,94,/,98,0,96,94
COc1ccc(Cl)cc1N(CC(=O)Nc1ccccc1SC)S(C)(=O)=O,-27,103,11,102,99,104,/,102,-4,105,101
O=c1c2ccccc2nc(COc2ccccc2)n1/N=C/c1cn[nH]c1-c1ccccc1,56*,96,-14,104,99,97,27,95,-5,97,99
CCOC(=O)CCC(NC(=O)c1cncc(O)c1)C(=O)OCC (stereo unspecified),-17,100,12,102,99,101,0,102,-1,102,99
COc1cc2[nH]c(=O)n(CCC(=O)N3CCC(N4CCCCC4)CC3)c(=O)c2cc1OC,3,102,-13,111,103,104,/,104,0,105,100
CC1=C(C(=O)Nc2ccccc2C)C(c2ccc(C)o2)C2=C(CCCC2=O)N1 (stereo unspecified),-25,100,2,102,96,99,-15,111,1,102,100
CC(C)C(=O)Nc1ccc2c(c1)nc(CCN1CCN(C)CC1)n2C,-22,96,28,99,97,99,/,94,-2,100,98
O=C1NC2(O)C(=O)c3ccccc3C2(O)N1 (stereo unspecified),-10,101,9,102,101,99,15,98,-4,102,98
NC(=O)C1(N2CCCCC2)CCN(C2CC(=O)N(CCc3ccccc3)C2=O)CC1 (stereo unspecified),7,?,12,?,?,?,-15,104,-2,?,?
COc1ccc(Cn2c(CCC(=O)NCc3ccco3)nc3cccnc32)cc1,-44,101,65*,105,97,100,17,100,-3,101,98
COc1cccc(CNc2ccc(F)c([N+](=O)[O-])c2)c1O,-17,93,-11,98,95,95,-4,99,0,96,94
Cc1cccc(NC(=O)c2cccc(N3C(=O)C4C5CCC(C5)C4C3=O)c2)c1C (stereo unspecified),-7,105,19,103,99,104,-7,102,1,103,99
CCOC(=O)c1c(C)c(C(=O)NCc2ccccc2OC)c(C)n1C,-9,98,-2,97,96,96,/,94,-10,95,97
O=C(Nc1ccccc1)N1CCc2ccccc2C1,-7,98,-1,99,99,100,/,98,2,98,100
Cc1ccc(NC(=O)CCN2CCN(CCO)CC2)cc1Br,27,96,10,99,97,96,/,95,2,95,97
Cc1ccc(CCN=c2c([N+](=O)[O-])nn(-c3ccccc3)n2O)cc1,-15,?,10,?,?,?,-15,100,0,?,?
CC(C(=O)NCC1CCCCC1)N(C)CC(=O)Nc1ccc(N2CCOCC2)cc1 (stereo unspecified),-20,96,11,97,94,94,7,103,0,95,94
CN(Cc1ccccc1)C(=O)CCS(=O)(=O)c1ccc2c(c1)n(C)c(=O)c(=O)n2C,-16,102,21,105,100,103,/,100,-1,105,100
CC(Sc1ccsc1[N+](=O)[O-])C(=O)NCCc1ccc(Cl)cc1 (stereo unspecified),-9,98,21,102,97,100,12,98,-4,100,98
COc1ccc(-c2ccnc3c(C#N)cnn23)cc1,-5,93,-4,95,94,93,3,97,3,92,95
Cc1ccc(S(=O)(=O)N(C)C)cc1NC(=O)COC(=O)c1ccc2c(c1)OCO2,-29,99,5,103,100,100,/,101,-4,101,100
COc1ccc(NC(=O)CSc2nc3c(cc2C#N)CN(C)CC3)cc1,-10,102,16,105,96,103,-16,97,-6,105,102

High-throughput results from PubChem BioAssay.
